# Compound activity: PubChem BioAssay, National Center for Advancing Translational Sciences (NCATS)
# KCNH2 3.1 block: inhibitors of human KCNH2 3.1 potassium channel isoform | U2OS KCNH2 3.1, thallium flux FluxOr; stronger effect = lower value | activity change, % (tested at about 1.8 µM) | 340,000 tested, 0.95% active;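 active = maximum activity change below -70%; inconclusive = maximum activity change from -70% to -50%; inactive = maximum activity change above -50%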;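 note: thallium influx rate constant from kinetic fluorescence after stimulation buffer; % is set by controls: 0 for no effect and ±100 for the full control effect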
#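 We transduce U2OS cells with the mutant 3.1 virus, culture them overnight, load FluxOr with Red40 quencher for 45 min, then add stimulation buffer and read kinetically for 2 min to derive a normalized rate constant.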
# hERG WT inh: inhibitors of human wildtype KCNH2 potassium channel. Q12809. U2OS, BacMam KCNH2, thallium flux FluxOr; stronger effect = lower value. activity change, % at 1.84 µM. 340,000 tested, 0.37% active. AID 720551;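 active = maximum activity change below -70%; inconclusive = maximum activity change between -70% and -50%; inactive = maximum activity change above -50%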; note: % is set by controls: 0 for no effect and ±100 for the full control effect
#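 U2OS cells transduced with wild-type KCNH2 virus are loaded with FluxOr dye for 45 min, and thallium flux is measured in kinetic reads before and after stimulation buffer. Rate constants are normalized to DMSO controls.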
# GALK inh: galactokinase (human) inhibition; P51570; Potency, µM (top dose mostly 57.5 µM), inactives show at the top dose activity change, negative = inhibition, hits mostly inhibitors; Purified GALK, Kinase-Glo residual ATP luminescence; 270,000 tested, 0.007% active; note: potency is the fitted concentration of half-maximal effect; % is set by controls: 0 for no effect and ±100 for the full control effect
#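 Galactose (100 uM) and ATP (35 uM) were turned over by 5 nM GALK for 1 h at RT. Kinase-Glo Plus then converted the remaining ATP into a luminescent signal.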
# Menin MLL FP TR: displaces Texas Red mutant MLL peptide from human menin; AID 1768; Potency, µM (titrated, usually from 61.6 µM), for inactives: at the top dose FP activity change, negative = inhibition, hits mostly inhibitors; Menin + Texas Red MLL mutant peptide, fluorescence polarization; O00255; 270,000 tested, 0.23% active; active = well fitted inhibition curve with a large enough effect in the polarisation, with a control signal flat, not every such curve was filed as active; inconclusive = small, poorly fitted or top-dose-only effect, or effect the other way, or a change in a side signal; inactive = no such curve, though single readings can be large or run the other way; the % refers to the polarisation; note: potency is the fitted concentration of half-maximal effect; % of control where 0% means no effect; many of its hits are not listed in these tables
# PKM2 activator: PKM2 (human) enzyme activation. P14618. purified PKM2, Kinase-Glo ATP luminescence, activation; response scale: 0% is enzyme alone, no compound. Potency, µM (top dose mostly 57.5 µM), inactives show top-dose activation, usual class: activators. 260,000 tested, 0.34% active. AID 1631; note: potency is the fitted concentration of half-maximal effect; % is set by controls: 0 for no effect and ±100 for the full control effect; nearly all actives have a fitted effect of over 55% in size
#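 Purified hPK-M2 (>95%) run at intermediate activity with 0.1 mM ADP and 0.5 mM PEP in 50 mM imidazole pH 7.2, KCl, MgCl2; 1 h room temperature. ATP formed read by Kinase-Glo luminescence; normalized to uninhibited and no-enzyme controls.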
# USP2a block: USP2a (human) protease inhibition | USP2 core, Ub-CHOP2 coupled fluorogenic reporter, 485/531 | Potency, µM (highest dose often 38.3 µM), for inactives: at the highest dose activity change, negative = inhibition, most hits filed as inhibitors | 330,000 tested, 0.01% active;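 note: potency is the fitted concentration of half-maximal effect; plate controls were DMSO wells for no effect and full inhibition by NEM control for full effect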
#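 Cell-free coupled assay: 10nM USP2 core preincubated 30min RT with compound in Tris-HCl pH 8.0/CaCl2/CHAPS buffer, then 25nM Ub-CHOP2 and 25nM reporter substrate; fluorescence (Ex 485/Em 531) read after 60min RT, normalized to NEM inhibition, concentration-response curves fitted.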
# FBPA coupling cs: counter-screen for Giardia aldolase inhibitors: coupling enzyme system; coupling enzyme system counterscreen, AmpLite Red fluorescence; activity change, negative = inhibition, % at 58.2 µM, hits read low; 290,000 tested, 0.67% active; AID 2472; in the data active = activity change below about -30%; note: % is set by controls: 0 for no effect and ±100 for the full control effect
#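 Fluorescence at 525 nm excitation and 598 nm emission measured inhibition of the coupled detection system without aldolase. Compounds (at 57.5 uM final) were preincubated 10 min at room temperature with coupling enzyme reagent before a 20 min substrate/AmpLite Red step.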
# TRPV1 agonist: agonists of human vanilloid receptor 1 (TRPV1); Q8NER1; TRPV1-expressing cells, Fluo-8 calcium influx, agonist mode; activation, % at 8.33 µM; 320,000 tested, 0.19% active; AID 540275; in the data active = activation above about 80%; inconclusive = between about 30% and that limit; note: 0% is about no effect
#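 TRPV1-expressing cells were cultured overnight at 35.5C and loaded with Fluo-8 calcium dye for 40 to 90 min at room temperature. After a 10 s baseline, compound was added and calcium influx was read kinetically for 3 min (ex 480/em 520 nm).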
# MLL CXXC-DNA inh: inhibitors of human MLL CXXC domain-DNA interaction. MLL-CXXC / FITC-HOXA9 DNA fluorescence polarization. Potency, µM (series often up to 115 µM), inactives show at the highest dose activity change, negative = inhibition, hits mostly inhibitors. 290,000 tested, 0.037% active. Q03164; active = well fitted inhibition curve with a large enough effect in the polarisation, with a control signal flat, not every such curve was filed as active; inconclusive = small, poorly fitted or top-dose-only effect, or effect the other way, or a change in a side signal; inactive = no such curve, though single readings can be large or run the other way; the % refers to the polarisation; note: potency is the fitted concentration of half-maximal effect
#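 Purified MLL-CXXC (added from a 7 uM solution) was preincubated 5 min at ambient with pinned compounds in 50 mM Tris-HCl pH 7.5, 50 mM NaCl, 1 mM DTT, 0.05% BSA. Fluorescein-labeled HOX-A9 DNA (50 nM solution) followed, 30 min, then polarization read.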
# Giardia killer: kills Giardia lamblia | Giardia lamblia trophozoite viability | activity change, % at 7.66 µM, hits read low | 340,000 tested, 0.15% active | AID 540267; in the data active = activity change below about -80%; inconclusive = between about -30% and that limit;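 note: parasites exposed to compound for two days anaerobically before the ATP read; % is set by controls: 0 for no effect and ±100 for the full control effect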
#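 Media and compound were dispensed first, then trophozoites at 100 cells/well; plates sat 48 hrs at 37 deg C without oxygen before ATP luminescence reagent was added and read after 15-30 min at room temperature.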
# B2AR arrestin: beta2AR (human) beta-arrestin recruitment activity | P07550 | beta-arrestin recruitment to beta2AR, cell-based reporter | Potency, µM (doses to about 46.1 µM), for the others: at the highest dose activation, hits mostly activators | 330,000 tested, 0.02% active;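 note: potency is the fitted concentration of half-maximal effect; 0% = DMSO controls and full agonism = EC100 isoproterenol or metaproterenol; nearly all actives have a fitted effect of over 65% in size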
# * = called active by the depositor; ? = inconclusive; . = no result given; [ ] = dose if it differs, or a comment. Unless noted, calls come from the whole dose curve; as a rule, active = well fitted curve in the direction sought with a large enough effect; inconclusive = small, poorly fitted or top-dose-only effect, or another doubt; inactive = no such curve, though single readings can be large; an effect the other way counts as inactive or inconclusive. Some of the compounds tested (hit frequency here may not be typical).
mol	KCNH2 3.1 block	hERG WT inh	GALK inh	Menin MLL FP TR	PKM2 activator	USP2a block	FBPA coupling cs	TRPV1 agonist	MLL CXXC-DNA inh	Giardia killer	B2AR arrestin
O=C(O)c1ccc(S(=O)(=O)NCC2CCCO2)cc1 (stereo unspecified)	9	14	-2%	2%	12%	2%	1	-4	3%	6	-1.3%
Cc1ccc(CC(=O)O/N=C(\N)c2cccc([N+](=O)[O-])c2)cc1	-26	-1	1%	15%	0%	-2%	0	2	3%	-7	0.1%
CSCCC(NS(=O)(=O)c1ccc(Cl)cc1)C(=O)OCc1c(Cl)cccc1Cl (stereo unspecified)	-12	-8	-3%	-4%	3%	5%	0	13	2%	-3	-2.0%
Cc1csc(NC(=O)C2CCCN(S(=O)(=O)c3cccnc3)C2)n1 (stereo unspecified)	8	3	0%	13%	-23%	0%	-2	1	2%	8	0.4%
O=C(Cc1ccc(Cl)cc1)NN1C(=O)c2ccccc2C1=O	5	5	-1%	34%[activator]	1%	1%	-2	2	10%	4	-0.1%
CCCCN1C(=O)c2ccc(C(=O)Nc3cccc(C)c3C)cc2C1=O	12	17	2%	-12%	6%	1%	6	?	-4%	-12	-0.9%
Cc1ccc2[nH]c3c(=O)n(CC(=O)NCCc4ccc(Cl)cc4)ncc3c2c1	15	0	-2%	1%	.	3%	0	2	2%	4	-0.4%
CCN(CC)S(=O)(=O)c1ccc(N2CCOCC2)c(NC(=O)c2ccc(NC(C)=O)cc2)c1	6	3	-1%	.	-3%	11%	1	1	-16%	-7	0.2%
COCCNC(=O)Cn1c(=O)n(Cc2ccco2)c(=O)c2ccccc21	-10	0	0%	.	-6%	4%	1	-2	-7%	-10	-0.1%
CC(=O)c1c(C)[nH]c(C(=O)OCc2cc(=O)n3cc(Br)ccc3n2)c1C	8	-10	.	.	.	2%	.	1	.	4	-2.3%
CCN(CC(=O)NCc1cccs1)C(=O)CCOc1ccccc1C	-6	3	-2%	.	-10%	1%	.	8	13%	2	-1.0%
Cc1ccc(NC(=O)C2CC(=O)NC(N3CCCCC3)=N2)cc1Cl (stereo unspecified)	-3	5	0%	-13%	2%	2%	1	3	-4%	-5	-0.4%
CC(C)C(NS(=O)(=O)c1cccs1)C(=O)NCc1ccccc1 (stereo unspecified)	-4	-11	3%	-6%	1%	5%	2	1	2%	-10	-0.4%
CCOc1ccc(/C=C/C(=O)Oc2ccccc2)cc1	-6	-3	-2%	-9%	-4%[11.5 µM]	2%	2	9	-12%	-11	-0.6%
Cc1ccc(NC(=O)CCNS(=O)(=O)c2ccc3[nH]c(=O)oc3c2)cc1	-16	-3	-5%	.	.	4%	.	0	-1%	3	-0.1%
Nc1nc(SCC(=O)Nc2ccccc2C(F)(F)F)[nH]c(=O)c1-c1ccccc1	7	2	-4%	7%	-22%	0%	4	-4	-8%	-16	0.1%
O=C(NCCN1CCOCC1)C(=O)NCC1CCCO1 (stereo unspecified)	-38	-3	1%	-4%	-20%	1%	-4	-2	5%	8	-1.4%
COc1cccc(-n2c(-c3cccc(S(=O)(=O)N(C)C)c3)n[nH]c2=S)c1	11	4	7%	-6%	-9%	4%	4	-2	-6%	-1	-0.1%
C=CCN1C(=O)C2(OCCO2)c2cc(C)ccc21	3	9	-4%	0%	.	4%	1	-2	-6%	0	-0.1%
Cc1ccccc1COC[C@H](CC(C)C)N1CCN(C(=O)c2cccc(C(F)(F)F)c2)CCC1=O	19	1	.	?	2%	0%	0	?	8%	-17	-0.9%
CC1(C)CCCC2=C1CC1C(=O)N(c3ccccc3)C(=O)C1C2 (stereo unspecified)	11	0	0%	1%	3%	0%	1	24	6%	6	-0.4%
COc1ccc(CCNC(=O)[C@@H](NC(=O)c2ccccc2F)C(C)C)cc1OC	-19	-6	0%	6%	-2%	0%	-2	-2	-8%	-5	0.0%
CS(=O)(=O)Nc1cccc(C2=NN(C(=O)c3ccc(F)cc3)C(c3cccs3)C2)c1 (stereo unspecified)	8	.	-2%	62%[activator]	.	1%	0	-1	16%	-2	-0.9%
COC(=O)[C@@]1(C)[C@H]2C(=O)N(C)C(=O)[C@H]2[C@H]2CN=C(SCc3ccc(Cl)cc3)N21	2	1	.	.	.	0%	.	.	.	4	-0.7%
Cc1nc(N/N=C/c2ccc(O)cc2O)cc(N2CCOCC2)n1	-13	-6	-4%	?	11%	-1%	-3	0	-6%	-2	0.4%
N#Cc1cccc2cccc(S(=O)(=O)N3CCOCC3)c12	8	-16	.	.	.	0%	.	-4	.	-16	-0.1%
COc1ccc(C2=Nn3c(nnc3-c3ccco3)SC2)cc1OC	-2	4	3%	?	15%	-1%	2	-3	1%	0	-0.7%
COc1cc(C(=O)NCCc2ccc(F)cc2)ccc1OCC(=O)N1CCOCC1	21	-1	.	.	.	-1%	.	1	.	-22	-1.0%
Cc1cccc(N2CCN(C(=O)NCc3ccc(Cl)cc3)CC2)c1	-18	5	1%	-17%	-5%	-1%	2	?	-4%	-3	-0.5%
COc1c(Cl)cc(C(=O)NN)cc1Cl	2	-10	2%	-1%	9%	-3%	-2	7	1%	2	-0.6%
COc1ccc(N2CCN(CCNC(=O)C3CCN(S(=O)(=O)c4cccs4)CC3)CC2)cc1	-1	16	-1%	-14%	1%	3%	0	-4	-1%	8	0.1%
c1ccc(CNc2ccc(CNc3ncn[nH]3)cc2)cc1	-1	11	-1%	12%	5%	-1%	3	2	13%	-13	-0.4%
O=C(NC(=S)N1CCN(c2c(Cl)cccc2[N+](=O)[O-])CC1)c1cccs1	8	-19	-4%	?	-1%	-2%	16	0	16%	28	0.0%
COc1ccc(C(O)c2nccn2C)cc1 (stereo unspecified)	-2	-1	2%	-1%	-6%	2%	3	2	-3%	1	0.1%
O=C(CNc1cc(S(=O)(=O)N2CCOCC2)ccc1N1CCCC1)NCc1ccco1	4	-5	9%	-20%	-3%	0%	-1	-2	1%	16	-0.3%
CCOC(=O)c1cc2cc(-c3c(C(=O)OCC)oc4cc(O)cc(O)c4c3=O)ccc2o1	-2	-2	2%	?	0%	-10%	-3	1	-12%	5	0.4%
O=C(CNC(=O)c1ccco1)OCc1c(F)cccc1Cl	-3	3	.	0%	1%	3%	-4	8	14%	5	0.3%
CCc1ccc(OCC(=O)Nc2ccc(S(=O)(=O)Nc3cc(C)on3)cc2)c(Br)c1	20	10	5%	.	-2%	-2%	.	-1	5%	1	0.0%
CC1CN(C(=S)NC(=O)c2cccc([N+](=O)[O-])c2)CC(C)O1 (stereo unspecified)	0	-6	-4%	13%	-2%	0%	0	-4	-2%	-4	0.2%
Cc1ccc(S(=O)(=O)NCC(=O)OCC(=O)NCCc2ccccc2)cc1	-8	7	.	.	.	2%	.	-3	.	8	-3.8%

# Some values from the list.
# Menin MLL FP TR with CCCCN1C(=O)c2ccc(C(=O)Nc3cccc(C)c3C)cc2C1=O reads -12%
# PKM2 activator with COCCNC(=O)Cn1c(=O)n(Cc2ccco2)c(=O)c2ccccc21 reads -6%
# hERG WT inh with CCN(CC(=O)NCc1cccs1)C(=O)CCOc1ccccc1C reads 3

# Reprinted at random: 4 records from the list, in no set order.
mol	KCNH2 3.1 block	hERG WT inh	GALK inh	Menin MLL FP TR	PKM2 activator	USP2a block	FBPA coupling cs	TRPV1 agonist	MLL CXXC-DNA inh	Giardia killer	B2AR arrestin
CCOC(=O)c1cc2cc(-c3c(C(=O)OCC)oc4cc(O)cc(O)c4c3=O)ccc2o1	-2	-2	2%	?	0%	-10%	-3	1	-12%	5	0.4%
O=C(CNc1cc(S(=O)(=O)N2CCOCC2)ccc1N1CCCC1)NCc1ccco1	4	-5	9%	-20%	-3%	0%	-1	-2	1%	16	-0.3%
COc1ccc(N2CCN(CCNC(=O)C3CCN(S(=O)(=O)c4cccs4)CC3)CC2)cc1	-1	16	-1%	-14%	1%	3%	0	-4	-1%	8	0.1%
c1ccc(CNc2ccc(CNc3ncn[nH]3)cc2)cc1	-1	11	-1%	12%	5%	-1%	3	2	13%	-13	-0.4%
